MEKK3 PB1 HTS – MEKK3-MEK5 PB1 interaction, increase or decrease; bead-based flow cytometry, Alexa488-MEK5 binding to MEKK3; actives lie on both sides; 0 = blocked by unlabeled MEK5, 100 = vehicle; 290,000 compounds, 1.4% hits; AID 1529; Q99759; binding response (% of control), % at 10 µM;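 active = binding response more than 3 SD above or below the average of its plate-row segment, actives on both sides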;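 note: Alexa488 bead fluorescence after subtracting the streptavidin-only scavenger bead signal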
Target sequence (Q99759 whole entry, looked up): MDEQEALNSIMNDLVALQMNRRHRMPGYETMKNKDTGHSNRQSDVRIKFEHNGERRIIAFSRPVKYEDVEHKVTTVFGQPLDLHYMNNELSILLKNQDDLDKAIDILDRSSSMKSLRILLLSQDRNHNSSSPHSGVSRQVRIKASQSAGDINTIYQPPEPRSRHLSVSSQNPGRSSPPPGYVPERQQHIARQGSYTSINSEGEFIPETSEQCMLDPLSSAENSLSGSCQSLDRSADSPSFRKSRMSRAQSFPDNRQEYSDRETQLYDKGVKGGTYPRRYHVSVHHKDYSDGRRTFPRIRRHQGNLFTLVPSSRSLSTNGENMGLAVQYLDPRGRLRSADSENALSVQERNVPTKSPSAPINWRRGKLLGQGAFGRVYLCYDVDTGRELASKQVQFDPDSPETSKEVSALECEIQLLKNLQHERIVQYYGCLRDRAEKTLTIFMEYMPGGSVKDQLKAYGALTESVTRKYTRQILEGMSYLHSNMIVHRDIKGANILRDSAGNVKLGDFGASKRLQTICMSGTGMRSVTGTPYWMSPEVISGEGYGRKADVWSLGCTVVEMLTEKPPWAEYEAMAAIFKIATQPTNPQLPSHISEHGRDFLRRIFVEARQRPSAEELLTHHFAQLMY
MEKK2 WT-MEK5 – raises or lowers MEK5 binding to wildtype human MEKK2 PB1 domain; Q9Y2U5; bead flow cytometry, Alexa488-MEK5 binding to MEKK2 WT; actives lie on both sides; binding response (% of control), % at 10 µM; 290,000 compounds, 1.1% hits; AID 1531; in the data active = binding response below about 67% or above about 130%
GalR3 antag – blocks the human galanin receptor 3; inhibition, % at 3 µM; HEK293 GalR3-CNG cAMP membrane potential fluorescence; galR3 body fused to GalR1 C-terminus; 360,000 compounds, 0.44% hits; AID 651719;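 active = inhibition above the screen-wide average plus 3 SD, cut at about 13% in these data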;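 note: forskolin and galanin both at EC90 stimulate the cells; cAMP rise reported by CNG channel membrane potential dye signal; 0% = forskolin plus galanin with DMSO and 100% = forskolin alone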
Target sequence (O60755 1-299 limits assumed): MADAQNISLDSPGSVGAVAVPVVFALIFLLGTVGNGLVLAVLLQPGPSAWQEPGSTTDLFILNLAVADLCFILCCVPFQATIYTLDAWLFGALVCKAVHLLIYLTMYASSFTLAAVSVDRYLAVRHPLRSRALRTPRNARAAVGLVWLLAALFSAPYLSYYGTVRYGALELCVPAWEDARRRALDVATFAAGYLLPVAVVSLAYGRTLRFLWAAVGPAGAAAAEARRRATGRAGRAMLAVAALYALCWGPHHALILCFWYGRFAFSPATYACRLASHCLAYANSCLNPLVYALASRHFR
MEKK2mut PB1 HTS – signal of MEK5 binding to mutant human MEKK2 PB1 domain; 290,000 compounds, 0.35% hits; percent response, % at 10 µM; AID 1530; bead flow cytometry, Alexa488-MEK5 binding to MEKK2 mutant; in the data active = percent response above about 24%, passing the limit was not always enough; note: inactives centre near 1; some results filed as inactive read as strong as hits
CRFR2-BP ag – agonists of human CRF-binding protein/CRF-R2 receptor complex. HEK293 CRF-R2/CRF-BP, calcium dye fluorescence (FLIPR); percent of saturating CRF peptide response. AID 588473. 350,000 compounds, 0.46% hits. activation, % at 13.2 µM;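 active = activation of at least 50%, plus an integration ratio under a set limit after plate pattern correction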;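 note: plate controls were neutral control wells without compound for no effect and CRF at EC100 for full effect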
DNA FID counter – counter-screen for HCV NS3 helicase inhibitors: DNA intercalator displacement. DNA fluorescent intercalator displacement, fluorescence. inhibition, % at 7.9 µM. 290,000 compounds, 0.17% hits. AID 1845; in the data active = inhibition above about 37%;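 note: 0% = vehicle and 100% = reference compound; higher means more ethidium bromide displaced from hairpin DNA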
CRFBP-R2 block – CRF-BP/CRF-R2 complex antagonism; HEK293 CRF-R2/CRF-BP, CRF-induced calcium fluorescence; inhibition, % at 11.8 µM; 350,000 compounds, 0.59% hits; AID 588475;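 active = inhibition of the ligand-induced calcium signal above about 50% at the single tested concentration, limit read from the data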
NS3 helicase inh – blocks Hepatitis C virus NS3 helicase unwinding | inhibition, % at 10.9 µM | NS3 helicase DNA unwinding, Cy5 molecular beacon fluorescence | AID 1800 | 290,000 compounds, 0.56% hits;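 active = inhibition above the mean of all tested compounds plus 3 SD, set per campaign, cut at about 35% in these data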;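 note: 0% = DMSO wells and 100% = thioflavine S control wells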
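test system = hepatitis C virus NS3 helicase domain fragment enzyme | reagent = annealed dual-labelled DNA beacon duplex, ATP-started | times = 1 h at 25 °C | detection = Cy5 fluorescence, 0 and 60 min reads | read-out basis = percent inhibition from t60/t0 fluorescence ratio | control set = DMSO and thioflavine S | replication = one well per compound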
SUMO HTRF inh – SUMOylation inhibition; 290,000 compounds, 0.36% hits; AID 2006; inhibition, % at 35 µM; HTRF SUMOylation assay, SAE1/SAE2 + UBC9, in vitro; in the data active = inhibition above about 50%, passing the limit was not always enough; note: strong numbers were not always called active
Starred values were filed as active, the others as inactive; / = not tested or not shown; [ ] = remark or other dose. Some of the compounds tested, so the mix of outcomes need not match the whole.

Second line of a record – MEKK3 PB1 HTS | MEKK2 WT-MEK5 | GalR3 antag | MEKK2mut PB1 HTS | CRFR2-BP ag | DNA FID counter | CRFBP-R2 block | NS3 helicase inh | SUMO HTRF inh
Fc1ccccc1N1CCN(C(c2ccccn2)c2nnnn2C2CCCCC2)CC1 (stereo not drawn)
    102 | 101 | -5 | 2 | -1.1 | -32 | -11 | -2 | 1
COc1ccc(CCC(C)NCc2cc(OC)cc(OC)c2)cc1 (stereo not drawn)
    107 | 117 | -10 | 11 | 1.1 | 9 | -2 | -1 | -5
C/C=C/C=N/Nc1nc(-c2ccc([N+](=O)[O-])cc2)cs1
    89 | 105 | -5 | 0 | 4.9 | 6 | 15 | 6 | 4
COc1ccccc1Oc1c(C)oc2c(CN(C)C)c(O)ccc2c1=O
    106 | 99 | 3 | -2 | 2.6 | 2 | -4 | 4 | 48
CCOc1ccc(NC(=O)c2ccccc2SC)cc1
    90 | 97 | -5 | -26 | -4.8 | -5 | 10 | 8 | 2
CN(C)S(=O)(=O)c1cc(NC(=O)CNCc2ccc(F)cc2)ccc1Cl
    102 | 102 | -11 | 7 | 0.0 | 8 | 0 | -10 | 2
CCOc1ccccc1C(=O)NCC(=O)NCC1CCCCC1
    103 | 99 | -7 | -2 | -1.8 | -27 | 7 | -15 | -11
CC1CCCC(NC(=O)COC(=O)[C@@H](NC(=O)c2ccco2)C(C)C)C1C (stereo partly drawn)
    101 | 100 | -9 | 1 | 0.4 | -29 | 1 | 8 | 6
COc1ccccc1NC(=O)Nn1cnnc1
    95 | 95 | -2 | 4 | -1.7 | 1 | 5 | 0 | -4
CCOc1ccc(-c2nnn(CC(=O)Nc3ccccc3OC)n2)cc1OCC
    105 | 103 | 1 | 6 | 5.2 | 0 | -6 | 7 | 14
O=C(Nc1nncs1)c1cccc(S(=O)(=O)N2CCc3ccccc32)c1
    97 | 97 | -2 | -2 | -4.3 | -7 | -2 | 20 | -1
COc1cccc(CN2CCNC(=O)C2CC(=O)NC2CCCCCCC2)c1 (stereo not drawn)
    98 | 126 | 3 | 4 | 0.8 | -28 | 8 | -14 | -12
COC(=O)C(O)(CC(=O)Nc1cc(OC)c(OC)c(OC)c1)C(F)(F)F (stereo not drawn)
    98 | 101 | 2 | -3 | -1.3 | -1 | 11 | -3 | 20
O=c1oc2ccccc2c(N2CCOCC2)c1[N+](=O)[O-]
    89 | 90 | -4 | -8 | 1.4 | 3 | 9 | 1 | -5
Cc1ccnc(NC(=O)CCC(=O)N(CC(=O)NCc2ccc(F)cc2)c2ccc(F)cc2)c1
    100 | 102 | -7 | 2 | -2.1 | -38 | -5 | -10 | -8
COc1ccc(CCNC(=O)Cn2nnc(-c3ccc(OC)c(OC)c3)n2)cc1OC
    100 | 100 | 2 | -7 | -0.7 | -6 | 4 | -3 | 13
Cc1occc1C(=O)NNC(=O)c1ccc(F)cc1
    0.0*[inhibitor] | -1.0*[inhibitor] | 1 | -17 | -1.6 | -1 | -1 | -3 | 26
COCCNC(=O)[C@H]1N2C(=O)c3c(ccc(OC)c3OC)C2SC1(C)C (stereo partly drawn)
    102 | 105 | -9 | 1 | 2.1 | -12 | 7 | -4 | 0
CN(c1ccc(OCC(=O)OCC(=O)Nc2cccc([N+](=O)[O-])c2)cc1)S(=O)(=O)c1ccc(F)cc1
    105 | 113 | 0 | 3 | -1.1 | 4 | 18 | -13 | -10
COCCCN(C)C1CCN(C(=O)Nc2ccc(F)cc2)CC1
    92 | 95 | / | -3 | 3.8 | 2 | -11 | -2 | -5
Cc1ccc(-c2noc(CCC(=O)NCCN3CCc4ccccc4C3)n2)cc1
    103 | 110 | -4 | 6 | 1.1 | 9 | 6 | -7 | -7
COc1cc(C(=O)NCC(=O)N/N=C/c2cccs2)cc(OC)c1OC
    109 | 100 | -2 | -1 | -2.2 | -8 | -9 | 6 | 5
O=C(CCSc1ccccc1)Nc1ccc(S(=O)(=O)Nc2ncccn2)cc1
    81 | 80 | -1 | -19 | -1.9 | -2 | -18 | -2 | 1
O=C(NN=C1CCCCCC1)NC1CCCCC1
    106 | 106 | 3 | -2 | 0.4 | -11 | -46 | 6 | -16
Cc1ccccc1-n1c(C)nnc1SCC(=O)N1CC(=O)Nc2ccccc21
    85 | 86 | 1 | -5 | -1.1 | -11 | -7 | 4 | 19
CCOc1cc(/C=N/NC(=O)CCn2nc(C)cc2C)ccc1O
    106 | 109 | 5 | 11 | 0.3 | -17 | -9 | 0 | 0
O=C(NCC1CCCO1)c1ccc(NC(=O)c2cccc([N+](=O)[O-])c2)cc1 (stereo not drawn)
    107 | 110 | -5 | 11 | 1.2 | -9 | 0 | 9 | 2
C(=N\N1CCN(Cc2cccc3ccccc23)CC1)/c1cccs1
    103 | 102 | -2 | 2 | 0.6 | -8 | 2 | -13 | -8
Nn1cnc2sc3c(c2c1=O)CCC3
    99 | 96 | 0 | 1 | 5.2 | 2 | -12 | 4 | -5
CCc1cccc2c(=O)c(C(=O)NCCCOC)c[nH]c12
    102 | 102 | -1 | 6 | 1.0 | -13 | 6 | 13 | -8

Continued, starting with the last 2 of the part before.
Second line of a record – MEKK3 PB1 HTS | MEKK2 WT-MEK5 | GalR3 antag | MEKK2mut PB1 HTS | CRFR2-BP ag | DNA FID counter | CRFBP-R2 block | NS3 helicase inh | SUMO HTRF inh
Nn1cnc2sc3c(c2c1=O)CCC3
    99 | 96 | 0 | 1 | 5.2 | 2 | -12 | 4 | -5
CCc1cccc2c(=O)c(C(=O)NCCCOC)c[nH]c12
    102 | 102 | -1 | 6 | 1.0 | -13 | 6 | 13 | -8
CCc1cccc2c(C(=O)COC(=O)/C=C/c3ccc(O)c(OC)c3)c[nH]c12
    126 | 106 | 0 | 0 | 0.4 | -1 | -25 | -7 | -17
O=C(Nc1cccc(S(=O)(=O)N2CCOCC2)c1)c1cn(-c2ccccc2)nc1-c1ccccc1
    106 | 110 | -4 | 0 | 1.9 | -6 | -20 | 15 | 6
COc1ccc(CN2CCN(C(=O)c3cccs3)CC2)c(OC)c1OC
    94 | 100 | -3 | -3 | -2.0 | -4 | 58* | -13 | 11
CN(CC(=O)NC1CCCc2ccccc21)S(=O)(=O)c1cccs1 (stereo not drawn)
    99 | 102 | -3 | 2 | -1.9 | -14 | 5 | -2 | 1
CCCCn1c(SCC(=O)N2CCOCC2)nnc1-c1cccs1
    95 | 103 | / | 4 | 4.5 | -14 | 5 | 1 | 19
COc1ccc(NC(=S)NCc2ccc(S(N)(=O)=O)cc2)c(OC)c1
    105 | 103 | 2 | -1 | -0.6 | -5 | 9 | 7 | 2
COc1ccc(-c2ccc(=O)n(Cc3ccc([N+](=O)[O-])cc3)n2)cc1
    98 | 94 | -5 | -7 | -0.3 | -7 | 34 | -2 | -2
O=C(Cn1ccc(C(F)(F)F)n1)Nc1cccc(S(=O)(=O)N2CCCCC2)c1
    100 | 102 | -3 | -2 | -0.1 | -12 | -9 | -4 | -12
COc1ccc(C(CNC(=O)c2ccc(C)c(S(=O)(=O)Nc3ccccc3OC)c2)N2CCCC2)cc1 (stereo not drawn)
    112 | 154* | -5 | 29* | 4.2 | 32 | -12 | -37 | -8
CSc1ccc(/C=N/n2c(C)nc3ccccc3c2=O)cc1
    98 | 97 | -7 | -2 | -0.4 | -9 | -4 | 8 | 7
O=C(O)CCCC(=O)Nc1ccccc1C(=O)N1CCCC1
    90 | 92 | 10 | -10 | 1.8 | 0 | 6 | 5 | 28
O=C(CCN1CCOCC1)NCC1COc2ccccc2O1 (stereo not drawn)
    104 | 104 | -4 | 3 | -0.8 | 3 | 8 | -8 | -2
COC(=O)c1c(C(=O)OC)c(-c2ccc(C)cc2)n2c1CCC2
    80 | 85 | -8 | -13 | -2.6 | -19 | 14 | -1 | 18
Cc1ccc(-c2nnc(-c3cccnc3)o2)cc1
    103 | 105 | -11 | 2 | -1.1 | -6 | -6 | 2 | -4
O=C(O)CCc1ccc(-c2ccc(F)cc2)n1CCC(=O)O
    100 | 101 | -7 | 1 | 0.5 | -24 | 3 | 23 | 0
COCCSc1nnc(-c2cnccn2)o1
    108 | 98 | -6 | -1 | -1.2 | 1 | -4 | -5 | -11
O=C(Nc1nc2ccccc2n1Cc1ccccc1)c1ccco1
    106 | 108 | -6 | 6 | -1.9 | -15 | -12 | -1 | 19
Cc1ccc(C)c(NC(=O)N2CCc3ccccc3C2)c1
    99 | 96 | -4 | 4 | -1.1 | -11 | 22 | 3 | 6
Cc1ccc(C)c(S(=O)(=O)NCc2ccc(C(=O)NCc3ccccn3)cc2)c1
    97 | 97 | -3 | 7 | 5.1 | -23 | 9 | -2 | 22
Cc1ccc(CNC(=O)C2CCCN(Cc3cnn(-c4ccccc4)c3-n3cccc3)C2)cc1 (stereo not drawn)
    105 | 112 | -2 | 4 | -1.2 | 1 | 2 | -14 | 9
Cc1cc[n+](CC(=O)c2ccc(NC(=O)c3ccccc3)cc2)c2ccccc12
    93 | 93 | -6 | -12 | -2.8 | 26 | 4 | -52 | 15
COc1ccc2c(c1)CCc1c(C(=O)Nc3cc(C)n(Cc4ccc(Cl)cc4)n3)noc1-2
    102 | 96 | -2 | 1 | 7.1 | 1 | -18 | 13 | 15
CCOC(=O)c1c(NC(C)=O)sc2c(OCC(O)CNC(C)(C)C)c(Br)ccc12 (stereo not drawn)
    118 | 135 | -5 | 4 | 0.1 | 22 | -22 | -59 | 28
CCN(CC)C(=O)CSc1nnc(-c2cccc(OC)c2)o1
    103 | 97 | -5 | -4 | -1.6 | -8 | 5 | -2 | 4
COc1ccc(C(=O)/C=C/NCc2ccc(C)cc2)cc1
    104 | 109 | 2 | 2 | -0.5 | -8 | 3 | 16 | /
CCN(CCNC(=O)Cn1cc2c(n1)CCCC2)c1ccccc1
    106 | 107 | -2 | 8 | 0.0 | -19 | 13 | -7 | -14
COC(=O)/C=C/CC(C)OS(N)(=O)=O (stereo not drawn)
    98 | 152* | -7 | 7 | -0.9 | -5 | 5 | 2 | -2
O=C(CCC(=O)c1cccs1)OCC(=O)N1CCN(S(=O)(=O)c2ccccc2)CC1
    106 | 107 | 2 | 7 | 2.1 | -27 | -3 | 6 | 1
CN(C)CCN(Cc1cccs1)c1ccccn1
    95 | 99 | 0 | 2 | -1.4 | 3 | -1 | 2 | 2
O=C(O)CNC(=O)c1ccc(OC(F)F)cc1
    102 | 102 | 2 | 0 | 0.8 | 5 | 0 | 6 | 27
Nn1c(-c2cccc(Br)c2)n[nH]c1=S
    98 | 98 | -1 | -2 | -0.5 | -3 | -4 | -2 | 18
O=C1OCc2cc(NC(=O)C3CCCCC3)ccc21
    106 | 105 | -6 | -1 | -2.3 | 1 | -9 | -3 | 20

Screening results deposited in PubChem by several laboratories.
